# Assay outcomes from PubChem.
# KDM5B inhibitor – Primary screen for KDM5B Histone Demethylases FDH-coupled qHTS. hit rate 2.6% among 220,000. Lysine-specific demethylase 5B (Homo sapiens), Q9UGL1. KDM5B demethylase, FDH-coupled NADH fluorescence (FDH is formaldehyde dehydrogenase). AID 1347165, 2019. Potency, µM (titrated, usually from 57.7 µM), for the others: top-dose activity change, negative = inhibition, most hits filed as inhibitors; active = well fitted inhibition curve with a large enough effect; inconclusive = small, poorly fitted or top-dose-only effect; inactive = no such curve, though single readings can be large or run the other way; note: 0% is about no effect; nearly all actives have a fitted effect of over 70% in size
# Target sequence (Q9UGL1 whole entry, looked up): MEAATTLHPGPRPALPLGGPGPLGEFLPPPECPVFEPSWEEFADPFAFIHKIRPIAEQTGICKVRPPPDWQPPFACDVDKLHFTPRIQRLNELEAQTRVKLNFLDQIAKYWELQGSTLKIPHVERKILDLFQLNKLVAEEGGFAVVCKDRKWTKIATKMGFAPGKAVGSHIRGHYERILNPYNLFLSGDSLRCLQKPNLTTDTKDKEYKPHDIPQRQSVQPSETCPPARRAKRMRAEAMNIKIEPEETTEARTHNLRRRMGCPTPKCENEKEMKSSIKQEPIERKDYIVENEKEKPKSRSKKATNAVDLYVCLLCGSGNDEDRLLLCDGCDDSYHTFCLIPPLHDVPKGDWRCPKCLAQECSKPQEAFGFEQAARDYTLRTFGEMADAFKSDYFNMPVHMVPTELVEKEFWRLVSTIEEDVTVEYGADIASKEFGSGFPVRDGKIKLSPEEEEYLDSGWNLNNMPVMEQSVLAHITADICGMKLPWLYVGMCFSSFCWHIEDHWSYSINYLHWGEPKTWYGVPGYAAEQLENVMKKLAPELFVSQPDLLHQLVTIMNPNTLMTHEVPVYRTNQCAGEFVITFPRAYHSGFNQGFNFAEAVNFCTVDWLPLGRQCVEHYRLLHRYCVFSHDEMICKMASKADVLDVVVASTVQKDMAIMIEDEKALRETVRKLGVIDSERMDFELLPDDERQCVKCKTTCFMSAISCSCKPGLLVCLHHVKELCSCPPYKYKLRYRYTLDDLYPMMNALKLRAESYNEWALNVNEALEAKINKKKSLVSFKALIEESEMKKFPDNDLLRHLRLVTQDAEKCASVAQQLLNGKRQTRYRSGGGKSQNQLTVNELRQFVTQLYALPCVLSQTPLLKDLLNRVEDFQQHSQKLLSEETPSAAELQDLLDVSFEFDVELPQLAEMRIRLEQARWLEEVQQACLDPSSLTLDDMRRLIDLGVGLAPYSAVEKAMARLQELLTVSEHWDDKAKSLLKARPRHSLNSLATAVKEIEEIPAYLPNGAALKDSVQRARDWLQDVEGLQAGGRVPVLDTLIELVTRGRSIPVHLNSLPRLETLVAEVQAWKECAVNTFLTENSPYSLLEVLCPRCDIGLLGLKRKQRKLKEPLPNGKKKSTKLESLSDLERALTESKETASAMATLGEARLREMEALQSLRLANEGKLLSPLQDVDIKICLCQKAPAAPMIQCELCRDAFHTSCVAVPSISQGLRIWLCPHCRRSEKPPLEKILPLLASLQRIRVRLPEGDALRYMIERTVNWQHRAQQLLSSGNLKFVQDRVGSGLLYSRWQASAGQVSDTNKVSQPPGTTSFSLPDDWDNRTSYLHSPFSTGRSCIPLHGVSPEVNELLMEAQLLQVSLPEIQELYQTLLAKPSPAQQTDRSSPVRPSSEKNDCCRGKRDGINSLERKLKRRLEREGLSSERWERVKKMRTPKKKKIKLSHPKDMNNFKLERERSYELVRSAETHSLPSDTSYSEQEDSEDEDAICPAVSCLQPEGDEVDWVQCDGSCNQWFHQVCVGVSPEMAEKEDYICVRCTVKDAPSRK
#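 Coupled FDH/NAD⁺ fluorescence readout. KDM5BΔAP 200 nM final; compound titration, 10 min RT preincubation; substrate mix 12.5 µM H3K4me3, 25 µM 2-OG, 50 µM Fe(II), 100 µM ascorbate, 0.25 mM NAD⁺, 0.25 U/mL FDH; ΔRFU over 30 min.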
# Numbers without * were called inactive; i = inactive; ? = inconclusive; & = joins results of further samples; [ ] = another dose, or the depositor's remark. Potency is the fitted concentration of half-maximal effect. Not all compounds are listed. The share of hits here may be higher or lower than overall.
SMILES | KDM5B inhibitor
O=C(CCc1cccs1)NCC1CCCO1 (stereo not drawn) | 23.1%
COc1cc(/C=C2/NC(=O)NC2=O)cc(Br)c1OCc1ccc2ccccc2c1 | 29.1%
O=C(NCc1ccc2c(c1)OCO2)C1NCCc2[nH]cnc21 (stereo not drawn) | -9.9%
Cc1c(C(=O)NCc2ccccc2F)oc2ccccc12 | -10.3%
O=C1Cc2c(-c3cccc(C(F)(F)F)c3)n[nH]c2CN1Cc1ccccc1 | 0.2%[86.2 µM]
O=C1CN(C(=O)Cc2ccccc2)C(c2ccc(F)cc2)c2cc(Br)ccc2N1 (stereo not drawn) | -5.7%
CCCCn1c(N)c(N(CC(C)C)C(=O)C2CC(=O)N(Cc3ccco3)C2)c(=O)[nH]c1=O (stereo not drawn) | -3.3%
Cc1ccc(C(CNC(=O)c2cc(-c3cccs3)on2)N2CCOCC2)cc1 (stereo not drawn) | 3.2%
CCCn1c(CN2CCCCCC2)nc2cc(NC(=O)c3ccccc3)ccc21 | -0.9%
COc1ccccc1NC(=O)CCC1CCCC1 | 14.4%
CN1CCN(CCC2(Cc3ccccc3)CCOC(C)(C)C2)CC1 (stereo not drawn) | ?
CCOC(=O)c1cnc(COc2ccccc2Cl)[nH]c1=O | 27.0%
CCNc1c(NS(=O)(=O)c2ccc3c(c2)oc(=O)n3C)c(=O)oc2ccccc12 | -6.0%
COc1ccccc1Cc1nc(-c2nnn3c2COC(c2ccc(Cl)cc2)C3)no1 (stereo not drawn) | -6.8%
Cc1nn(CC(=O)c2cc(C)n(C3CC3)c2C)c(=O)c(C#N)c1C | 7.1%
COc1ccc(CCNC(=O)c2ccc3c(c2)NC(=O)C(C(C)C)N3)cc1OC (stereo not drawn) | ?
CCCc1nc(C(=O)N(C)CCSc2ccc(C)cc2)cs1 | -10.1%
CC(=O)NC(CCS(C)(=O)=O)C(=O)Nc1ccc(C)c(F)c1 (stereo not drawn) | -12.1%
Cc1ccc(C)c(N2CCN(C(=O)C3CCN(S(=O)(=O)c4cn(C)cn4)CC3)CC2)c1 | 2.4%
CN(C)CC(=O)NC(=O)NCc1ccccc1 | -6.5%
COc1ccc(NC(=O)Nc2cn(CC(C)C)c(=O)c3ccccc23)c(OC)c1 | ?
CC1=C(C(=O)OC(C)C)C(c2ccc(Cl)cc2)N2C(CC(=O)N3CCCC3)=CSC2=N1 (stereo not drawn) | ?
O=C(COc1ccc(F)cc1)NC1CCc2n[nH]c(=O)n2CC1 (stereo not drawn) | 25.8%
Cc1ncsc1C(=O)N1CCc2c(n(Cc3cccnc3)n(CCc3ccccc3)c2=O)C1 | -5.1%
CCc1cccc(-n2c(=O)c3cccnc3n2CC(=O)NCc2ccccc2Cl)c1 | ?
CN(C)C(=O)c1cc(C(=O)c2ccc(F)cc2Cl)c[nH]1 | 25.6%
CN1CCCN(C[C@@H]2CN(Cc3cccc(CCN)c3)C[C@@H]2CO)CC1 | -12.5%
CCc1ccc(Nc2nc(CSc3ccc(Cl)cc3)nc3sc4c(c23)CCC4)cc1 | -15.7%
Cc1ccc(-n2ncc3c(Nc4ccc(Oc5ccccc5)cc4)ncnc32)cc1 | -6.2%
O=C(NCCc1ccncc1)c1ccc(OC2CCN(C(=O)C3CC3)CC2)cc1 | 0.0%

# (listing goes on)
SMILES | KDM5B inhibitor
COc1cccc(NC(=O)CN(C)C(=O)c2cccc(S(=O)(=O)N3CCc4ccccc43)c2)c1 | 4.9%
CCc1cccc(NC(=O)Cn2nc3c(cc2=O)CCCC3)c1 | 16.4%
CNC(=O)[C@@H]1CN(C(=O)Cn2nc(C(F)(F)F)cc2C)C[C@H]1c1n[nH]c(C)n1 | 14.3%
O=C([C@@H]1C[C@H](F)CN1C(=O)c1cccc(Cl)c1)N1CCCCC1 | 14.8%
COc1cccc(Oc2coc3cc(OCc4ccccc4F)ccc3c2=O)c1 | 11.4%
CC(C)N1C(=O)C2(CCCC2)C1C(=O)N1CCCCC1 (stereo not drawn) | 22.1%
O=C(O)CC1C(=O)NCCN1C1Cc2ccccc2C1 (stereo not drawn) | ?
COc1cc(CNC(=O)c2ccccc2-c2nc(-c3ccc(Cl)cc3)no2)cc(OC)c1OC | 1.9%
O=C(Nc1ccc2ncnc(N3CCCC3)c2c1)c1ccc(F)cc1Cl | -17.9%
CC(C)(CNC(=S)Nc1ccc(SC(F)F)cc1)N1CCOCC1 | -12.1%
COC(=O)[C@H]1C[C@@]2(c3ccccc3)c3ccccc3N[C@H]2N1 | -1.7%
Cn1cncc1-c1nnc([C@H]2CCN(CC3CC3)C2)o1 | ?
COc1cccc(N2CCN(C(=O)c3cnn(C(C)(C)C)c3C3CCN(C(=O)OC(C)(C)C)CC3)CC2)c1 | -13.4%
CCCNC(=O)CCC1CCN(c2cc(NCCC)ncn2)CC1 | 3.1%
COc1ccc(-c2cc(C(F)(F)F)nc(SCC(=O)N3CCCCC3)n2)cc1 | ?
Cc1cncc(NC(=O)CC2COc3ccc(C(=O)N(C)C)cc3N2C)c1 (stereo not drawn) | -26.5%
COc1ccc(OC)c(CNC(=O)C2COc3ccccc3C2)c1 (stereo not drawn) | -11.9%
CCn1ccc2cc(S(=O)(=O)N3CCCN(C(=O)Nc4ccccc4F)CC3)ccc21 | -25.4%
COc1ncccc1-c1cc2c(ccn2C(C)C)c(C(=O)NCc2c(C)cc(C)[nH]c2=O)n1 | i
COc1ccc(N2Cc3cccc(C(=O)Nc4ccc(C)c(C)c4)c3C2=O)cc1 | -19.0%
CC(C)C(=O)N1Cc2ccccc2CC2(CCCCN2C)C1 (stereo not drawn) | 38.0%[activator][149 µM]
O=C(Nc1cccc(F)c1)C1CCN(C(=O)c2ncn3c2COC(c2ccccc2)C3)CC1 (stereo not drawn) | 35.8%
COC(=O)c1c(C)oc2ccc(N(C(=O)c3ccncc3)S(=O)(=O)c3c(C)cc(C)cc3C)cc12 | -21.2%
COc1ccc2cc(C(=O)Nc3ccccc3)c(C)nc2c1 | -25.7%
CC(C)c1cccc(NC(=O)C2CCN(C(=O)c3ncn4c3COC(c3ccc(F)cc3)C4)CC2)c1 (stereo not drawn) | 2.9%
Cc1ccc(C(=O)N2CCc3onc(-c4cccc5ccccc45)c3C2)cc1 | ?
COc1nccnc1NC1CCN(C(=O)Cc2ccccc2)CC1 | ?
CC(C)(C)C(=O)NCCCC(=O)NCCc1cccs1 | 27.1%
CC(C)Oc1ccc(CN2CCc3nc(N4CCN(C)CC4)[nH]c(=O)c3CC2)cc1 | -13.7%
C#CCSc1nc(=O)c2cccnc2n1-c1ccc(C)cc1 | -4.3%

# (next part)
SMILES | KDM5B inhibitor
CN(CC(=O)N(C)C)Cc1coc(-c2ccc(Cl)cc2)n1 | 2.0%
O=C(/C=C/c1ccsc1)c1ccc(O)cc1 | -8.0%
O=C(NCc1ccccc1)c1ccccc1NS(=O)(=O)c1ccc2[nH]c(=O)[nH]c2c1 | ?
Cc1ccc(Nc2cc(C(=O)NCc3cccs3)c3ccccc3n2)c(C)c1 | i
Cc1ccc(Cn2c(SCc3ccc(C(=O)NCCc4ccccc4)cc3)nc3ccncc32)cc1 | ?
O=C(CSc1nc2c(c(-c3cccs3)n1)CCCC2)Nc1cc(Cl)cc(Cl)c1 | 18.1%
CCCCn1nc(C(=O)N(C)Cc2cnn(-c3ccccc3)c2)c2ccccc2c1=O | 7.3%
CCOc1cc(C2c3c(oc4ccc(F)cc4c3=O)C(=O)N2Cc2ccc(C)cc2)ccc1O (stereo not drawn) | 11.5%
COc1cc(CCC(=O)NCc2ccc3c(c2)CCN3C(=O)c2ccc(F)cc2)cc(OC)c1OC | -4.8%
Cc1ccc(-c2nnc(SCc3ccccc3C)o2)cc1 | -22.5%
C=CC[N+]1(CC#CCOC(c2ccccc2)c2ccccc2)CCCCC1 | 24.0%
COc1ccc(OC)c(S(=O)(=O)N2CCC(OC3CCN(C)CC3)CC2)c1 | -4.5%
CN(C)C(=O)CN1C(=O)CO[C@H](c2ccc(NC(=O)c3cccc(C#N)c3)cc2)[C@H]1CO | 11.1%
N#Cc1cnn2c(C(F)(F)F)cc(-c3ccco3)nc12 | ?
CCOC(=O)c1c(C)[nH]c(C)c1S(=O)(=O)N(C)CC(=O)Nc1ccc(C)c(N(C)C)c1 | 12.8%&-25.7%
COC(=O)CN1C(=O)[C@@H]2C[C@@H](O)CN2C2(CN(Cc3ccccc3F)C2)C1=O | 0.2%[86.2 µM]
Cc1ccc(S(=O)(=O)NCC(c2ccco2)N2CCOCC2)cc1 (stereo not drawn) | -1.5%
Cc1ccccc1OCC(=N)N | 13.1%
C/C(=N\O)c1oc2ccc3c(C)cc(=O)oc3c2c1-c1ccccc1 | 9.9%
Cc1c(/C=C(\C#N)c2ccc(Cl)cc2)c2ccccc2n1C | 8.4%
N#Cc1cccc(CN2CCCC(c3[nH]ccc3C(N)=O)C2)c1 (stereo not drawn) | -14.5%
CC(C)C(=O)Nc1ccccc1I | 11.5%
Cc1cnc(C(=O)N[C@@H]2CCC[C@@H]2C(=O)NCc2ccc3c(c2)OCO3)cn1 | 0.3%
CCCc1nc2sc3c(=O)[nH]cnc3c2c2c1CCCC2 | 15.5%
COc1ccc(NC(=O)Cn2nc3n(c2=O)CCCCC3)c(OC)c1 | 32.2%
NC(=S)N/N=C/c1c(Cl)cccc1Cl | 19.2%
COC(=O)c1c(NC(=O)CSc2ncnc3ccccc23)sc2c1CCCC2 | -16.6%
CC(C)C1CN(C(=O)CCn2ccc(=O)[nH]c2=O)CCC(=O)N1CC1CC1 (stereo not drawn) | 6.4%
CCC1=C(C(=O)OC)C(c2cccc(OC)c2)N2C(CC(=O)N3CCOCC3)=CSC2=N1 (stereo not drawn) | -41.8%
O=C(NCc1cccc(F)c1)C1CCN(c2cn[nH]c(=O)c2)C1 (stereo not drawn) | -6.3%

# The last four records of the part before are carried over, then new ones follow.
SMILES | KDM5B inhibitor
COC(=O)c1c(NC(=O)CSc2ncnc3ccccc23)sc2c1CCCC2 | -16.6%
CC(C)C1CN(C(=O)CCn2ccc(=O)[nH]c2=O)CCC(=O)N1CC1CC1 (stereo not drawn) | 6.4%
CCC1=C(C(=O)OC)C(c2cccc(OC)c2)N2C(CC(=O)N3CCOCC3)=CSC2=N1 (stereo not drawn) | -41.8%
O=C(NCc1cccc(F)c1)C1CCN(c2cn[nH]c(=O)c2)C1 (stereo not drawn) | -6.3%
Cc1nc2cc(NS(=O)(=O)c3ccc(C(C)(C)C)cc3)ccc2o1 | 14.1%
Cc1ccccc1S(=O)(=O)N1CCCC(CCC(=O)Nc2cccc(Cl)c2)C1 (stereo not drawn) | ?
Cc1ccc(C)c(N2CCN(C3(c4ccccc4)C(=O)c4ccccc4C3=O)CC2)c1 | -22.2%
CCN1CCC2(CCC1=O)CN(Cc1cscn1)CCN2C (stereo not drawn) | -7.3%
Cc1ccn2cc(-c3c(-c4ccccc4C)n(C)c(=O)n(C)c3=O)nc2c1 | ?
C[C@H]1CCCN1C(=O)c1nnc(COc2cccc(C(F)(F)F)c2)n1-c1ccccc1 | 4.4%[86.2 µM]
CN(C)CCCC(=O)N1Cc2ccccc2CC2(CCCCN2CC2CCNCC2)C1 (stereo not drawn) | -25.7%[115 µM]
CCn1ccnc1CN1CC[C@H](N2CCN(C)CC2)[C@H](CCC(=O)O)C1 | -16.8%
CCc1ccc(NC(=O)CSc2nc3c([nH]c4ccccc43)c(=O)n2C)cc1 | -2.7%
CCOC(=O)c1c(NC(=O)CSc2cn(CCNC(=O)c3ccccc3OC)c3ccccc23)sc2c1CCC2 | -16.0%
Cc1ccc(NC(=O)c2sc3nc(-c4ccncc4)ccc3c2N)cc1 | 4.2%
CO[C@H]1C[C@@H](O)C12CCN(C(=O)CCc1cn3ccccc3n1)CC2 | -18.6%
N#CCCN(C(=O)CN1CCCC1c1ccc(Cl)c(Cl)c1)c1ccccc1F (stereo not drawn) | 3.8%
O=C(NCCc1csc(-c2cccnc2)n1)C1NCCc2[nH]cnc21 (stereo not drawn) | 12.6µM*
COc1ccc(-n2nc3n(c2=O)CCN(Cc2ccsc2)C3)cc1 | -3.7%[149 µM]
O=C(NCc1ccncc1)c1coc(CN2CCN(C/C=C/c3ccccc3)CC2)n1 | -43.2%
Cc1ccc(NC(=O)c2cc(=O)c3ccc(C)cc3o2)c(C)c1 | -0.7%
O=C(Cc1ccc(O)cc1)N1Cc2ccccc2CC2(CCN(Cc3ccncc3)C2)C1 (stereo not drawn) | -23.0%[115 µM]
Cc1ccccc1Nc1nc(C(=O)N2CCCC2)cs1 | 14.8%
COCc1nc(C2CCCN(C(=O)c3ccco3)C2)no1 (stereo not drawn) | -29.7%
Cc1ccc(C)c(NC(=O)CCn2cnc3c2c(=O)n(C)c(=O)n3C)c1 | 10.9%
O=C(c1ccccc1Cl)N1CCC(N2CCCNC2=O)CC1 | 32.0%[86.2 µM]
Cc1ccc(N2CC(NC(=O)C3CCCCC3)CC2=O)cc1C (stereo not drawn) | 2.5%
CCOc1ccccc1NC(=O)N1CCC(Oc2ncccc2C(=O)N2CCOCC2)C1 (stereo not drawn) | 27.7%
CCn1cc(/C=C(\NC(=O)c2ccc(OC)cc2)C(=O)NCCCn2ccnc2)c2ccccc21 | -18.2%
CC(C)Oc1ccc(C(=O)CCN2CCOCC2)cc1 | ?
Cc1ccc(Cn2cc(-c3ccncc3)cc2C(=O)O)cc1 | -8.0%
CCn1nc(C(=O)Nc2ccc(C)cc2C)c2ccccc2c1=O | 4.7%
CCOc1ccccc1NC(=O)Nc1cc(C)c2nc(NC(=O)c3ccccc3)sc2c1 | 32.3%
